# Compound activity (PubChem)
# M. tuberculosis GlmU = inhibition of mycobacterial GlmU enzyme – biochemical, glucosamine-1-phosphate acetyltransferase (AID 1376); M. tuberculosis GlmU acetyltransferase enzyme assay; higher % means a stronger effect; actives 0.25% (n = 220,000); one-dose inhibition, %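 (tested at 30 µM in the primary screen)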; IC50 in µM for titrated hits; in the data active = inhibition above about 13%;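 note: 0% = complete reaction with vehicle and 100% = reaction without substrate; strong numbers were not always called active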
# RmlCD inh 1536 = inhibitors of Mycobacterium tuberculosis RmlC and RmlD coupled enzymes. RmlC+RmlD coupled enzyme assay, percent inhibition; primary screen in compound mixtures. P9WH09+P9WH11. inhibition, % at 3.6 µM. actives 0.03% (n = 160,000); in the data active = inhibition mostly above about 34%, no sharp cut-off; note: some results filed as inactive read as strong as hits
# Target sequence (P9WH09 whole entry, looked up): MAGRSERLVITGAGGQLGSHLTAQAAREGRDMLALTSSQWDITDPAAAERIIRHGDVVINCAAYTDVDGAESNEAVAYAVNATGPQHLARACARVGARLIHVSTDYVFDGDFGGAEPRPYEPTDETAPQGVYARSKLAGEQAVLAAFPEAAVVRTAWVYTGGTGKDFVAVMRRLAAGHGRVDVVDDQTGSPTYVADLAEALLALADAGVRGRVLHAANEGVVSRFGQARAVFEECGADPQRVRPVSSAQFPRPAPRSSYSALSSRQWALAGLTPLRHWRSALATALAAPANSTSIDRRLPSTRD
# Target sequence (P9WH11 whole entry, looked up): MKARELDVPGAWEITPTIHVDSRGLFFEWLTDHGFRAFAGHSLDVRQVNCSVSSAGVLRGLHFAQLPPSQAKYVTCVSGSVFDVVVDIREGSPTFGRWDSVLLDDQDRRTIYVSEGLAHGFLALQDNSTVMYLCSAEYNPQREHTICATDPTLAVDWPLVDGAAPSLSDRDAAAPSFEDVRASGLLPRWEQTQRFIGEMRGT
# An asterisk follows results filed as active; . = not tested or not shown. Not all compounds are listed, so the mix of outcomes need not match the whole.
SMILES	M. tuberculosis GlmU	RmlCD inh 1536
Cc1ncsc1CCOC(=O)C1C2CC3CC(C2)CC1C3 (stereo not drawn)	1.4%	-10
Cc1cc(=O)oc2cc(OCC(=O)NCc3ccncc3)ccc12	4.3%	.
Nc1ccc(Cl)cc1C(=O)c1ccccc1	0.8%	-2
CC(C)(C)CC(=O)Nc1cc(S(=O)(=O)N2CCCCCC2)ccc1Cl	2.8%	8
O=C(Oc1ccc(NC2=NS(=O)(=O)c3ccccc32)cc1)c1cccnc1	0.4%	-12
O=C(NCc1ccc(Cl)cc1)c1cnn2ccccc12	-0.7%	12
CC(=O)N1CCC(=NNc2ncc(C(F)(F)F)cc2Cl)CC1	-3.6%	-2
COc1ccc(CCNC(=O)Cn2c(=O)n(CC3CCCO3)c(=O)c3ccccc32)cc1OC (stereo not drawn)	4.1%	9
O=C(Cc1cccc2ccccc12)Nc1nnc(-c2cccc([N+](=O)[O-])c2)s1	0.1%	.
COc1ccc(C(=O)NNC2CC(=O)N(Cc3ccccc3)C2=O)cc1OC (stereo not drawn)	0.3%	7
CC1(C)CC(CCC(=O)Nc2ccc(S(N)(=O)=O)cc2)C(=O)O1 (stereo not drawn)	3.1%	29
NC(=O)c1ccc(-n2nnnc2Oc2ccccc2)cc1	-4.4%	-10
COc1ccc(C/C(N)=N/n2cnnc2)cc1Cl	0.4%	6
CCCCN(C(=O)c1ccc(OC(F)(F)F)cc1)c1c(N)n(CCC)c(=O)[nH]c1=O	-5.1%	-11
CC(CCc1ccccc1)NC(=O)CN1CCN(Cc2ccc(Cl)cc2)C1=O (stereo not drawn)	2.0%	.
COc1ccc(C(=O)N2CCN(S(=O)(=O)c3ccc(Cl)cc3)CC2)cc1OC	-0.3%	10
Cc1ccc(C)c(N/N=C2\CCCNC2=O)c1	1.6%	-7
COC(=O)c1cc(=O)nc2sc(-c3ccccc3)nn12	1.4%	0
O=C(Nc1ccc(S(=O)(=O)Nc2ncccn2)cc1)c1nn(Cc2ccccc2)c(=O)c2ccccc12	-2.7%	.
CC1(C2(O)CC(c3ccccc3)ON2)CCCCC1 (stereo not drawn)	0.8%	.
CCOc1ccc(C(C(=O)NC2CCCC2)N(Cc2ccccc2)C(=O)c2nsc(Cl)c2Cl)cc1 (stereo not drawn)	-2.7%	.
Cc1ccsc1C(=O)C1CCCN(Cc2ccc(-n3cccn3)cc2)C1 (stereo not drawn)	-1.9%	-20
Cc1sc2ncnc(N3CCCCC3)c2c1C	-5.1%	.
Cc1cc(C)nc(N2CCCC(C(=O)NC(C)C)C2)n1 (stereo not drawn)	3.2%	.
CC(CCc1ccccc1)NC(=O)C(=O)Nc1ccccc1 (stereo not drawn)	6.1%	.
Cc1ccccc1Nc1c(-c2cccnc2)nc2ccccn12	-1.5%	-4
O=C(NCCc1nc2ccccc2[nH]1)/C(=C/c1ccc2c(c1)OCO2)NC(=O)c1ccccc1Cl	-0.2%	-11
Cc1cccc(-c2cc(C(=O)Nc3sc(C)c(C)c3C(N)=O)c3ccccc3n2)c1	.	2
O=C(O)c1ccc(N=Nc2c(O)[nH]c3ccccc23)cc1	-3.4%	-1
CSc1ccc(CN2CCN(C(=O)c3ccncc3)CC2)cc1	-5.3%	12

# Entries of single compounds from above.
# `CCOc1ccc(C(C(=O)NC2CCCC2)N(Cc2ccccc2)C(=O)c2nsc(Cl)c2Cl)cc1` (stereo not drawn) in the list: M. tuberculosis GlmU: -2.7%; RmlCD inh 1536: .
# `COc1ccc(CCNC(=O)Cn2c(=O)n(CC3CCCO3)c(=O)c3ccccc32)cc1OC` (stereo not drawn) in the list: M. tuberculosis GlmU: 4.1%; RmlCD inh 1536: 9

# Back to the main list with the 2 entries that preceded the break.
SMILES	M. tuberculosis GlmU	RmlCD inh 1536
O=C(O)c1ccc(N=Nc2c(O)[nH]c3ccccc23)cc1	-3.4%	-1
CSc1ccc(CN2CCN(C(=O)c3ccncc3)CC2)cc1	-5.3%	12
CC(=O)Nc1ccc(NC(=O)COc2ccc(Br)cc2C)cc1	-0.9%	.
CCCc1nn(C)c2c1C(c1cccnc1)C(C#N)=C(N)O2 (stereo not drawn)	0.0%	90
CC(C)(C)c1ccc(C(=O)NCCN2CCCC2)cc1	-0.7%	0
CCOC(=O)C1=C(CN2CCc3ccccc32)NC(=O)NC1c1cccc([N+](=O)[O-])c1 (stereo not drawn)	-2.7%	6
CCC(=O)Nc1cc2c(cc1C(=O)c1ccccc1)OCCO2	1.4%	97
COc1cc2c(cc1NC(=O)c1cc(-c3cccnc3)nc3ccc(C)cc13)oc1ccccc12	6.2%	.
COCCNC(=O)CN1CCC(NC(=O)C(C)(C)C)CC1	2.8%	0
CCCn1c2c(c(O)c(C(=O)NC)c1=O)CCCC2	-0.1%	-6
O=C(NCc1ccco1)c1ccc2snnc2c1	3.4%	-7
COc1ccc(C(=O)/C(=C/N(C)C)S(=O)(=O)c2ccccc2)cc1	1.9%	5
CCOC(=O)c1ccc(S(=O)(=O)N2CCN(CC(=O)NC(=O)NC3CCCCC3)CC2)cc1	.	4
CCOC(=O)/C(C#N)=C/C=C1\C=Cc2ccccc2N1CC	-1.0%	-10
Cc1onc(-c2ccccc2)c1CNC(=O)C1COc2ccccc2O1 (stereo not drawn)	-7.8%	.
CSc1ccccc1NC(=O)C1CCCO1 (stereo not drawn)	5.8%	.
c1ccc(N2CCCCC2)c(Nc2nc3ccccc3n3cnnc23)c1	-9.8%	.
COc1ccc(C(CCO)NC(=O)c2cccs2)cc1OC (stereo not drawn)	-3.0%	.
CCc1ccc(OCC(=O)N/N=C/c2cc([N+](=O)[O-])ccc2N2CCOCC2)cc1	1.1%	.
CSc1ncc(CN2CCCC(C(=O)c3cccc(Cl)c3)C2)cn1 (stereo not drawn)	-0.7%	-5
Cc1ccc(-c2cc(C(F)F)n3ncc(C(=O)N4CCN5CCCC5C4)c3n2)cc1 (stereo not drawn)	2.9%	12
COCCCNC(=O)CN(CCc1ccccc1)S(=O)(=O)c1ccccc1	-2.5%	-13
O=C1Nc2ccc([N+](=O)[O-])cc2C1(O)N1CCCCCC1 (stereo not drawn)	-6.5%	23
C=CCNC(=O)NC(=O)COC(=O)/C(C#N)=C/c1cc(C)n(CCC(C)C)c1C	0.3%	8
CNC(=S)Nc1cccc(C(C)=O)c1	3.0%	-8
CCOCCn1c(N(C)Cc2ccccc2)nc2c1c(=O)[nH]c(=O)n2C	-2.0%	.
O=C1Nc2cc(C(=O)N3CCc4ccccc4C3)ccc2S/C1=C\c1ccccc1	-3.1%	.
Cc1ccc(NC(=O)c2ccc(CN3CCc4ccccc4C3)cc2)cc1	.	24
CC(C)CN(C(=O)CSc1nnnn1C)C1CCS(=O)(=O)C1 (stereo not drawn)	-2.8%	-13
Cc1cc(NC(=O)c2ccc(NC(=O)C(C)C)cc2)no1	5.3%	.
O=C(/C=C/c1ccc(F)cc1)Nc1ccc(S(=O)(=O)Nc2ncccn2)cc1	0.1%	3
O=C(O)COc1ccc(-c2nnn(CC(=O)O)n2)cc1	3.5%	4

# Taken from above.
# In M. tuberculosis GlmU, CC(C)CN(C(=O)CSc1nnnn1C)C1CCS(=O)(=O)C1 (stereo not drawn) has -2.8%
# In RmlCD inh 1536, COc1ccc(C(=O)/C(=C/N(C)C)S(=O)(=O)c2ccccc2)cc1 has 5
# In M. tuberculosis GlmU, CSc1ccccc1NC(=O)C1CCCO1 (stereo not drawn) has 5.8%
# In RmlCD inh 1536, CCC(=O)Nc1cc2c(cc1C(=O)c1ccccc1)OCCO2 has 97

# (cont.)
SMILES	M. tuberculosis GlmU	RmlCD inh 1536
COc1ccccc1NCCC(=O)OCC(=O)NC1CCCCC1	4.0%	3
COc1ccc(SCCN2CCN(C)CCC2=O)cc1	-0.2%	.
CCN(CC)c1ccc(/C=N/NC(=O)c2ccco2)cc1	0.2%	4
Cc1cccc(C)c1OCC(=O)NC(Cc1c[nH]c2ccccc12)C(=O)O (stereo not drawn)	-3.9%	-10
Cc1nnc(NC(=O)CCSCCC(=O)Nc2nnc(C)s2)s1	12%	9
CC(C)(C)c1ccc(C2(C)NC(=O)N(CC(=O)NCc3cccs3)C2=O)cc1 (stereo not drawn)	0.0%	-12
CCOC(=O)CN=C/C(C(C)=O)=C(/C)O	-4.9%	-6
CCCn1c(N)c(C(=O)CSc2ncc(C(F)(F)F)cc2Cl)c(=O)[nH]c1=O	-0.1%	-11
NNC(=O)c1ccc(COc2ccc3c(c2)CCC3)o1	-4.9%	16
O=C(Cn1cnc2ccccc2c1=O)NCCC(=O)Nc1ccc2c(c1)OCCO2	0.0%	-1
O=C1CCCc2c1nc(-c1ccccc1F)n2O	4.4%	-6
COc1ccc(C(=O)NNC(=O)C2CCCN(C3CC(=O)N(c4ccccc4)C3=O)C2)cc1 (stereo not drawn)	-4.8%	5
O=C(NCc1ccc2c(c1)OCO2)c1cc([N+](=O)[O-])ccc1N1CCCCC1	-4.4%	-12
COc1cccc(C2[C@H](C)C3(CCN2C)OCCO3)c1 (stereo partly drawn)	-5.5%	-12
c1ccc2c(c1)SCc1nnc(-c3ccncc3)n1-2	-1.3%	6
O=C(COc1ccc(F)cc1)Nc1ccc(-n2cnnn2)cc1	1.1%	11
CC(C)(C)c1cc(N/C=C\c2nnnn2-c2ccc(Br)cc2)no1	-2.2%	.
Cc1nc2sc(C(c3cccc(F)c3)N3CCC(C)CC3)c(O)n2n1 (stereo not drawn)	0.6%	-6
CCn1c(C)nc2cc(C(=O)N/N=C(\C)c3ccc(OC)cc3O)ccc21	-6.2%	37*
Nc1cccc(C(=O)Nc2ccccc2Cl)c1	5.0%	.
Cc1ccc2c(c1)N=C(c1ccc(Cl)cc1)CO2	6.0%	1
COc1ccc(Cc2[nH]n3c(=O)cc(C(C)C)nc3c2-c2ccccc2)cc1	4.4%	-13
O=C(O)Cc1csc(-c2ccc(F)cc2)n1	2.3%	-5
CCN(CC)CCNC(=O)Cc1c(C(=O)O)n(C)c2ccccc12	1.2%	.
CNC(=S)NNC(=O)Cn1ccc(C)n1	4.3%	8
Cc1ccc2c(c1)N(CC(=O)NCc1cccs1)C(=O)CO2	3.6%	12
CCOC(=O)CCc1c(C)c(C#N)c2nc3ccccc3n2c1-n1cnc2ccccc21	-1.9%	-4
CC1CN(CCCOc2ccccc2-c2ccccc2)CC(C)O1 (stereo not drawn)	-9.1%	-3
Cc1ccc(-c2noc(CSc3nnnn3C3CCCCC3)n2)cc1	0.0%	8
Cn1c(N)c(C(=O)COC(=O)c2ccc(Cl)c(S(=O)(=O)N3CCCCC3)c2)c(=O)n(C)c1=O	-4.1%	-5
O=C(CSc1ccccc1F)NC1CCS(=O)(=O)C1 (stereo not drawn)	-1.2%	-7
O=C(Nc1ccccc1Cl)N1CCn2c(nc3ccccc32)C1	-4.3%	-10
COC(=O)c1cn(NC(=O)C2CCCO2)c(=O)c2ccccc12 (stereo not drawn)	3.7%	.
O=C(CCCSc1nc2ccccc2[nH]1)NCc1ccco1	0.7%	-7
C=CCNc1nnc(SC2CC(=O)N(c3ccc(OCCC)cc3)C2=O)s1 (stereo not drawn)	-1.1%	-7
Cc1cc(C)cc(NC(=O)C2CCCC2)c1	9.8%	.
CN(C)CCOC(=O)C12CC3(C)CC(C)(CC(C)(C3)C1)C2	-1.7%	4
N#Cc1cn(OCc2ccccc2)c(=O)[nH]c1=O	11%	18
Cc1c(C(=O)N2CC3(CC(c4cccc(NC(=O)CC(c5ccccc5)c5ccccc5)c4)=NO3)C[C@@H]2C(N)=O)cc([N+](=O)[O-])cc1[N+](=O)[O-] (stereo partly drawn)	5.6%	-1
COc1ccc(C2c3c(oc4ccc(Cl)cc4c3=O)C(=O)N2Cc2ccco2)cc1OC (stereo not drawn)	0.7%	-9
O=C(Cn1cc(C(=O)c2cccs2)c2ccccc21)NCC1CCCO1 (stereo not drawn)	-0.4%	-2
Cc1noc(C)c1CN1C(=O)NC2(CCCCCCC2)C1=O	-6.7%	9
O=C(NCCN1C(=O)S/C(=C\c2ccccc2F)C1=O)C1CCN(S(=O)(=O)c2cccs2)CC1	1.5%	-14
C=CCn1c(NCc2ccccc2)nc2ccccc21	4.6%	.
O=C(NC(=C(Cl)Cl)S(=O)(=O)c1ccc(Cl)cc1)c1ccccc1	-6.8%	5
Cc1c(NC(=O)C23CC4CC(CC(C)(C4)C2)C3)c(=O)n(-c2ccccc2)n1C	-1.7%	-17
COc1cc(NC(=O)CC(C)C)ccc1NC(=O)c1ccco1	-2.5%	.
Cc1ccc(S(=O)(=O)NCCC(=O)Nc2ccc(Cl)c(Cl)c2)cc1C	3.4%	-12
CCCNC(=S)Nc1ccc(Cl)cc1C	3.2%	-3
OC(C#CCN1CCOCC1)(c1ccccc1)C1CC1 (stereo not drawn)	-2.0%	16
Cc1ccccc1CS(=O)(=O)Cc1ccc(C(=O)NCc2ccco2)o1	.	5
COC(=O)c1sccc1NC(=O)CCC1CCCCC1	0.2%	.
C=C1CCN([C@@H](CC(C)C)C(=O)O)S(=O)(=O)c2ccccc21	-1.3%	.
CCC(C)Nc1nc2c(c(=O)n(C)c(=O)n2C)n1Cc1ccc(Cl)cc1 (stereo not drawn)	2.6%	.
CC(C)n1nc(C(=O)OCn2nnc3ccccc3c2=O)c2ccccc2c1=O	-1.5%	12

# A second format for 3 compounds above:
# Results follow in this order: M. tuberculosis GlmU, RmlCD inh 1536
> O=C(CSc1ccccc1F)NC1CCS(=O)(=O)C1 (stereo not drawn)
 : -1.2%, -7
> O=C(Nc1ccccc1Cl)N1CCn2c(nc3ccccc32)C1
 : -4.3%, -10
> COC(=O)c1cn(NC(=O)C2CCCO2)c(=O)c2ccccc12 (stereo not drawn)
 : 3.7%, .
